# Bioassay records from PubChem BioAssay.
# FN deposition inh: inhibitors of fibronectin matrix deposition, primary screen, AH1F cells, Alexa488-fibronectin fluorescence, plate reader. AID 743247, 2014. actives 0.086% (n = 350,000). AH1F fibroblasts, overnight. inhibition, % at 12.6 µM;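 active = mean inhibition across replicates of 30% or more, regardless of how many single replicates reach that level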;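 note: positive control wells lacked labelled fibronectin entirely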
#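 material = AH1F fibroblast monolayer depositing Alexa488-labelled fibronectin into matrix | amount = 10000 AH1F cells/well | buffer or medium = DMEM plus 2% serum, read in PBS | incubation = 1 h cell adhesion before compound, then overnight fibronectin incubation | detection = fluorescence at 485 nm excitation, 525 nm emission | evaluation = percent inhibition as loss of matrix-bound fibronectin fluorescence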
# miR122 inh: miR-122 Renilla sensor signal increase in Huh7, primary screen, miR-122 inhibitor project, cell-based, single point, plate reader | Huh7 miR-122 Renilla luciferase sensor, 48 h; neutral wells = 0, positive control = 100 | activation (reporter increase), % at 12.5 µM | actives 0.3% (n = 340,000) | AID 602342, 2012;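 active = mean replicate activation score at least 90 and every replicate individually at or above 90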;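 note: higher luciferase means less miR-122 activity so hits act as miR-122 inhibitors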
# LGR2 inh: inhibitors of bursicon-induced LGR2 CRE-luciferase signal, primary screen, cell-based, HEK293, CRE-luciferase reporter, bursicon stimulation; actives 0.35% (n = 380,000); inhibition, % at 9.99 µM; Drosophila bursicon receptor LGR2 (rickets); bursicon-stimulated, 4 h;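 active = drop in luminescence signal, shown as inhibition above about 50% in the replicate tests, limit read from the data, passing the limit was not always enough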;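 note: agonist challenge used bursicon conditioned medium at about half maximal strength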
# PGC1a acetyl inh: inhibitors of PGC1a acetylation signal, primary screen, cell-based, U2OS, AlphaScreen, inhibitor mode. inhibition, % at 15.6 µM. actives 0.17% (n = 350,000). AlphaScreen anti-acetyl-lysine; with virally co-expressed GCN5 acetyltransferase;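 active = every replicate shows inhibition of at least 40%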;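 note: 0% = neutral control wells and 100% = positive control wells; some results beyond the cut were filed as inactive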
# CASP6 VEID inh: human caspase-6 inhibitors, primary screen, biochemical, VEID-R110 fluorescence, single point, set 2; purified caspase-6, Z-VEID-R110 cleavage fluorescence; AID 686996, 2013; inhibition, % at 12.5 µM; P55212; actives 0.53% (n = 350,000);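 active = mean inhibition across replicates at least about 35%, with every replicate also reaching that limit, limit read from the data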;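 note: 0% = median of neutral control wells and 100% = no fluorescence left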
# Target sequence (P55212 24-179 limits assumed): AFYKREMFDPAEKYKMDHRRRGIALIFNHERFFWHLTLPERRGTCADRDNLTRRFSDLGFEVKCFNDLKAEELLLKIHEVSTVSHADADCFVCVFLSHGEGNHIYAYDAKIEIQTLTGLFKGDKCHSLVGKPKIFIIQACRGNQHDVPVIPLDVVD
# Target sequence (P55212 194-293 limits assumed): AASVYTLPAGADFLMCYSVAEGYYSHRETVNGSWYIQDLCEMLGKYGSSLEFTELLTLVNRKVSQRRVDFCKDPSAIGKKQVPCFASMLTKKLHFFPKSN
# EWS-Fli inh: EWS/Fli-driven NR0B1 reporter inhibitors, primary screen, A673 cells, NR0B1 luciferase, luminescence, MLPCN library. viability-normalised. inhibition, % at 12.6 µM. actives 0.67% (n = 350,000). AID 651661, 2012;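 active = mean inhibition of at least 50% after viability correction, with every replicate also passing that limit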;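 note: firefly luciferase signal divided by Alamar Blue viability fluorescence both relative to DMSO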
# Cneo AK release: Cryptococcus neoformans cell lysis inducers, primary screen, AK release luminescence, single concentration | C. neoformans lysis, adenylate kinase release luminescence, 4 h; normalised: neutral wells 0, clomiphene wells 100 | lysis activity, % at 15 µM | actives 0.2% (n = 360,000) | AID 651654, 2012;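 active = mean lysis activity across replicates of at least 80%, whatever share of replicates individually reach that level; inactive = mean lysis activity below 80%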
#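 Material – Cryptococcus neoformans yeast cells · Quantity – 5 × 10^6 yeast cells/mL · Buffer or medium – YPD medium · Compound – single dose · Timing – 4 h static compound exposure, 37 °C, read 1 h post-reagent · Signal – adenylate kinase release luminescence · Read-out basis – lysis from increased AK signal · Benchmarks – Clomiphene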
# PAX8 inh HTS: inhibitors of PAX8-driven TPO luciferase reporter, primary screen, RMG-I cells, single concentration; actives 1.2% (n = 360,000); SteadyGlo, 24 h; inhibition, % at 12.6 µM; AID 652154, 2013;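 active = mean replicate inhibition at least 60% with every replicate also reaching 60%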;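 note: luciferase light reporting Pax8 driven TPO promoter activity; plate controls were median of neutral control wells for no effect and mitoxantrone controls for full effect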
# * hit, by the source's call; / = not tested or not shown; & = joins results of further samples; [ ] = remark or other dose.
# Letter code – A = FN deposition inh; B = miR122 inh; C = LGR2 inh; D = PGC1a acetyl inh; E = CASP6 VEID inh; F = EWS-Fli inh; G = Cneo AK release; H = PAX8 inh HTS
Cc1oncc1C(=O)Nc1cccc2ccccc12
  A: 2	B: 1	C: -11	D: -4	E: 4	F: /	G: 1	H: -11
O=c1[nH]nc(Cc2ncc(C(F)(F)F)cc2Cl)c2ccccc12
  A: -1	B: /	C: 12	D: -5	E: /	F: 9	G: -3	H: -2
CCCNC(=O)C[C@H]1CC[C@H]2[C@H](COc3ccc(NC(=O)c4cc(F)cc(F)c4)cc3C(=O)N2C)O1
  A: -13	B: 27[16.7 µM]	C: 6	D: -12	E: /	F: -3	G: -1	H: -4
CC(C)CC#Cc1ccc2c(c1)O[C@H](CN(C)Cc1cccc(F)c1)[C@H](C)CN([C@H](C)CO)S2(=O)=O
  A: 1	B: 18[16.7 µM]	C: 27	D: 16	E: -1	F: 25	G: 10	H: /
O=C(/C=C/c1ccc2c(c1)OCO2)Nc1cccnc1
  A: 1	B: /	C: -63	D: -5	E: -1	F: -39	G: /	H: -171
CN(C)CCNc1ccc2ncn3c4ccc(O)cc4c(=O)c1c23
  A: 6	B: /	C: 11	D: /	E: 25	F: -6	G: /	H: 64*
CS(=O)(=O)N(CC(=O)O)Cc1cccc(CN(CC(=O)O)S(C)(=O)=O)c1
  A: 10	B: 1	C: -10	D: -22	E: /	F: -6	G: 0	H: -16
COc1ccc(OC)c(NC(=O)Cc2coc3cc(C)cc(C)c23)c1
  A: -2	B: 1	C: /	D: -8	E: /	F: /	G: 1	H: /
COc1ccccc1-c1ccc2c(c1)O[C@@H](CN(C)C(C)=O)[C@@H](C)CN([C@H](C)CO)S2(=O)=O
  A: 8	B: 11[16.7 µM]	C: 5	D: 14	E: -2	F: 0	G: -2	H: /
O=C1CCc2cc(S(=O)(=O)N3CCN(c4cccc(C(F)(F)F)c4)CC3)ccc2N1
  A: /	B: 10	C: 10	D: -3	E: 1	F: 5	G: -2	H: /
O=C1CC(N2CCN(c3ccc(Cl)c(Cl)c3)CC2)C(=O)N1 (configuration not stated)
  A: -2	B: -1	C: /	D: -3	E: /	F: /	G: -1	H: /
CC(C)CC#Cc1cnc2c(c1)C(=O)N([C@H](C)CO)C[C@H](C)[C@@H](CN(C)C(=O)CN1CCOCC1)O2
  A: -8	B: 3[16.7 µM]	C: -8	D: 14	E: -1	F: -4	G: 6	H: /
ON=Cc1ccnc2ccccc12
  A: 7	B: -15	C: 0	D: /	E: 0	F: -8	G: -1	H: -13
S=C(NCCCN1CCOCC1)Nc1cccc(-c2nnc3n2CCCCC3)c1
  A: -6	B: /	C: 14	D: /	E: -1	F: -9	G: /	H: 13
CN(C)c1nc(C=C(C#N)C#N)c(Cl)n1-c1ccc(F)cc1
  A: 2	B: /	C: 16	D: -32	E: 7	F: 38	G: /	H: 68*
Cc1cccc(Oc2ccccc2NS(=O)(=O)c2ccc(CCC(=O)O)cc2)c1
  A: -11	B: 9	C: 13	D: 5	E: 20	F: 9	G: -2	H: 13
C[C@H](NC(=O)C[C@@H]1CC[C@@H]2[C@H](COC[C@@H](O)CN2Cc2ccc(C(F)(F)F)cc2)O1)c1ccccc1
  A: 5	B: -6[16.7 µM]	C: 13	D: -14	E: -1	F: 23	G: 1	H: 21
COc1cccc(NC(=O)c2cc(=O)c3ccccc3o2)c1
  A: -4	B: 0	C: 0	D: 7	E: -2	F: /	G: 0	H: -64
O=C(c1ccccn1)N1CC2(C1)[C@H](c1ccccc1)[C@H](CO)N2Cc1ccc(F)cc1
  A: 0	B: /	C: -5	D: -1	E: 2	F: -7	G: /	H: /
Cc1cccc(C(=O)c2cn[nH]c2-c2ccc(C)cc2O)c1
  A: 4	B: -6	C: -9	D: 0	E: 0	F: 5	G: 1	H: 10
Cc1ccc(C(=O)Nc2nc3ccccc3s2)s1
  A: 3	B: -7	C: /	D: 0	E: /	F: /	G: -14	H: /
COCC#Cc1ccc([C@@H]2[C@@H](CO)N3CCCCN(S(=O)(=O)c4ccccc4F)C[C@@H]23)cc1
  A: /	B: -11[16.7 µM]	C: /	D: -2	E: -1	F: 12	G: 2	H: 15
CCOC(=O)c1sc(Nc2ccc(F)cc2)nc1C
  A: 8	B: /	C: -36	D: 12	E: 0	F: -46	G: /	H: -7
Cc1cccc(C(=O)Oc2ccc(/C=N/NC(=O)Cc3ccc([N+](=O)[O-])cc3)cc2)c1
  A: -2	B: -6	C: 5	D: 3	E: /	F: /	G: 0	H: 29
COc1cc([C@@H]2CC=C(C(=O)O)[C@H](c3ccc(C)cc3)N2S(=O)(=O)c2ccc(C)cc2)cc(OC)c1OC
  A: -3	B: -1	C: 0	D: 11	E: 2	F: -7	G: 15	H: 9
Cc1ccc(-c2nnn(C/C(N)=N/O)n2)cc1
  A: -3	B: /	C: -3	D: /	E: 0	F: -5	G: /	H: -13
COC(=O)c1ccc(OC)c(CSc2nnc(COc3cccc(C)c3)o2)c1
  A: -8	B: 2	C: /	D: -23	E: /	F: /	G: 2	H: /
COCCOC(=O)c1c(NC(=O)CNc2ccc(C)c(F)c2)sc(C(N)=O)c1C
  A: 5	B: 0	C: 3	D: 6	E: 0	F: -6	G: 0	H: 13
Cc1ccnc(NC(=O)CCNC(=O)c2ccccc2Cl)c1
  A: /	B: -1	C: -8	D: /	E: 0	F: /	G: 2	H: 14
CCCc1cn([C@H]2C[C@@H]3O[C@H](CO)CC[C@@H]3O[C@@H]2CCc2ccc(-c3ccc(OC)cc3)cc2)nn1
  A: /	B: /	C: /	D: -7	E: 1	F: 5	G: /	H: -11
CCOC(=O)COC(=O)c1ccc(Oc2cc(C)nc(SC)n2)cc1
  A: 2	B: 6	C: /	D: 4	E: /	F: /	G: 0	H: 13
COC(=O)CCCC1=CC2=CC(=O)C(C)(OC(=O)c3cccs3)C(=O)C2=CN1CCN1CCOCC1 (configuration not stated)
  A: 0	B: -4	C: 0	D: 14	E: 9	F: -13	G: 1	H: -8
C[C@H](CO)N1C[C@H](C)[C@@H](CN(C)Cc2ccc(Cl)c(Cl)c2)Oc2ccc(NS(=O)(=O)c3ccc(Cl)cc3)cc2CC1=O
  A: -6	B: -19[16.7 µM]	C: 3	D: -5	E: /	F: 15	G: -1	H: 70*
N#Cc1ccc(-c2ccc(C3[C@@H]4CN(S(=O)(=O)c5ccccc5F)C[C@H]3N4)cc2)cc1 (some centres not stated)
  A: 9&-8	B: /	C: 9&50	D: -4&-1	E: -4	F: -21&34	G: /	H: 29&7
O=C(c1ccco1)N1CCN(C(=O)C2CC(c3ccc(Cl)c(Cl)c3)=NO2)CC1 (configuration not stated)
  A: /	B: -3	C: -9	D: 0	E: /	F: /	G: 0	H: /
O=C(c1ccc(F)cc1)N1CC[C@@H]2[C@@H](CO)Nc3ccc(C#Cc4ccccc4F)cc3[C@@H]21
  A: -24	B: -8[16.7 µM]	C: 12	D: 1	E: /	F: 8	G: -24	H: 3
Cc1ccc(N2C(=O)c3ccccc3NC2c2ccccc2O)cc1 (configuration not stated)
  A: -2	B: -2	C: -29	D: /	E: -1	F: -12	G: -10	H: -111
CC(C)(C)N(Cc1ccccc1)C(=O)COC(=O)CSc1ccc([N+](=O)[O-])cc1
  A: -4	B: -8	C: 6	D: /	E: 1	F: -3	G: 0	H: -6
CN1CCC(N2CCN(c3cccc(C(F)(F)F)c3)CC2)CC1
  A: 6	B: 3	C: /	D: 6	E: /	F: /	G: -5	H: /
CCNC(=O)[C@H]1[C@H](CO)[C@H]2Cn3c(ccc(-c4ccc(F)cc4)c3=O)[C@@H]1N2C
  A: /	B: 32[16.7 µM]	C: -5	D: -8	E: 6	F: -1	G: -1	H: -12
Cc1nn(Cc2c(Cl)cccc2Cl)c(C)c1NC(=O)CCCn1nc([N+](=O)[O-])c(Cl)c1C
  A: 4	B: -2	C: 16	D: /	E: -3	F: 5	G: 1	H: 31
CCCCN(CC)S(=O)(=O)c1ccc2c(c1)n(C)c(=O)c(=O)n2C
  A: 2	B: 0	C: -4	D: 5	E: -2	F: -7	G: -2	H: -99
Cc1ccc(NC(=O)Nc2ccc3c(c2)C(=O)N(C)[C@@H]2CC[C@@H](CC(=O)NCC(F)(F)F)O[C@@H]2CO3)cc1
  A: -7	B: /	C: 4	D: /	E: 3	F: 1	G: -2	H: 16
O=C1NC(c2ccccc2)=CC(c2ccccc2O)N1 (configuration not stated)
  A: -1	B: /	C: /	D: /	E: 0	F: -2	G: 1	H: 6
CCOc1ccc(-c2cc(NC(=O)c3c(F)cccc3F)c(C(=O)O)s2)cc1
  A: -1	B: 4	C: -9	D: -4	E: 3	F: -16	G: -1	H: -27
COc1ccc2cc(C(=O)C3CCCN(C(=O)c4snnc4C)C3)ccc2c1 (configuration not stated)
  A: -13	B: 0	C: -8	D: 8	E: 11	F: 2	G: -2	H: -10
CN1C(=O)[C@@](O)(CC(=O)c2ccccc2)c2cc(Br)ccc21
  A: -4	B: /	C: -6	D: /	E: 0	F: 30	G: /	H: 1
O=C(Nc1ccccc1)C1C2/C=C\CCCCC21 (configuration not stated)
  A: /	B: /	C: -36	D: /	E: -1	F: -4	G: /	H: -59
COc1ccccc1-n1nnnc1SCC(=O)NCC1(N2CCOCC2)CCCCC1
  A: 5	B: -2	C: -2	D: -1	E: 0	F: -8	G: -1	H: 1

# 9 entries out of the list, sorted by SMILES length, descending.
# Letter code – A = FN deposition inh; B = miR122 inh; C = LGR2 inh; D = PGC1a acetyl inh; E = CASP6 VEID inh; F = EWS-Fli inh; G = Cneo AK release; H = PAX8 inh HTS
Cc1ccc(NC(=O)Nc2ccc3c(c2)C(=O)N(C)[C@@H]2CC[C@@H](CC(=O)NCC(F)(F)F)O[C@@H]2CO3)cc1
  A: -7	B: /	C: 4	D: /	E: 3	F: 1	G: -2	H: 16
CCNC(=O)[C@H]1[C@H](CO)[C@H]2Cn3c(ccc(-c4ccc(F)cc4)c3=O)[C@@H]1N2C
  A: /	B: 32[16.7 µM]	C: -5	D: -8	E: 6	F: -1	G: -1	H: -12
Cc1nn(Cc2c(Cl)cccc2Cl)c(C)c1NC(=O)CCCn1nc([N+](=O)[O-])c(Cl)c1C
  A: 4	B: -2	C: 16	D: /	E: -3	F: 5	G: 1	H: 31
CC(C)(C)N(Cc1ccccc1)C(=O)COC(=O)CSc1ccc([N+](=O)[O-])cc1
  A: -4	B: -8	C: 6	D: /	E: 1	F: -3	G: 0	H: -6
CCOc1ccc(-c2cc(NC(=O)c3c(F)cccc3F)c(C(=O)O)s2)cc1
  A: -1	B: 4	C: -9	D: -4	E: 3	F: -16	G: -1	H: -27
COc1ccc2cc(C(=O)C3CCCN(C(=O)c4snnc4C)C3)ccc2c1 (configuration not stated)
  A: -13	B: 0	C: -8	D: 8	E: 11	F: 2	G: -2	H: -10
COc1ccccc1-n1nnnc1SCC(=O)NCC1(N2CCOCC2)CCCCC1
  A: 5	B: -2	C: -2	D: -1	E: 0	F: -8	G: -1	H: 1
O=C1NC(c2ccccc2)=CC(c2ccccc2O)N1 (configuration not stated)
  A: -1	B: /	C: /	D: /	E: 0	F: -2	G: 1	H: 6
O=C(Nc1ccccc1)C1C2/C=C\CCCCC21 (configuration not stated)
  A: /	B: /	C: -36	D: /	E: -1	F: -4	G: /	H: -59
